Compound activity: PubChem BioAssay, The Scripps Research Institute Molecular Screening Center
TEAD-YAP inh = TEAD-YAP interaction inhibition, primary screen, TEAD-YAP interaction inhibitor project, luminescence, HEK-TIYL cells; TEAD-Gal4/YAP UAS-luciferase luminescence; inhibition, % at 9.12 µM; actives 1.4% (n = 640,000); in the data active = inhibition above about 32%;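 also: 0% = median of test compound wells and 100% = reference inhibitor wells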
GPR151 activ = activators of human GPR151, primary screen, cell-based, PathHunter beta-arrestin, luminescence. PathHunter beta-arrestin GPR151 cells. actives 1% (n = 650,000). G-protein coupled receptor 151 (Homo sapiens), Q8TDV0. activation, % at 11.2 µM; in the data active = activation above about 4.9%;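 also: 0% = median of compound wells and 100% = cells with positive control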
Target sequence (Q8TDV0 whole entry, looked up): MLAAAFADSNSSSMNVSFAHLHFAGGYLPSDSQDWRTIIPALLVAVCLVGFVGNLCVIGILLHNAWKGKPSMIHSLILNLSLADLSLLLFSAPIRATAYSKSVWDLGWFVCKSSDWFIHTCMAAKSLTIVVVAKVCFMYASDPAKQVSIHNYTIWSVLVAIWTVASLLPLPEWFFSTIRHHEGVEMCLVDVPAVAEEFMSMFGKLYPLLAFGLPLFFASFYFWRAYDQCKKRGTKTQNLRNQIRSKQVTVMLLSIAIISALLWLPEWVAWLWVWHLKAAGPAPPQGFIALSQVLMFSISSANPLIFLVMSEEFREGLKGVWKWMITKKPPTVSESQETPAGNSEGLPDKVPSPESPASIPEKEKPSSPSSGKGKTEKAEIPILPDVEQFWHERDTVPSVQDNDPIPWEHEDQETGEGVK
MITF primary = MITF inhibitors, primary screen, biochemical, AlphaScreen, human; AID 1259374, 2018; actives 0.91% (n = 650,000); AlphaScreen MITF homodimerization, bead proximity signal; inhibition, % at 2.6 µM; Microphthalmia-associated transcription factor (Homo sapiens), O75030; in the data active = inhibition above about 50%;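 also: 0% = vehicle wells with protein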
Target sequence (O75030 whole entry, looked up): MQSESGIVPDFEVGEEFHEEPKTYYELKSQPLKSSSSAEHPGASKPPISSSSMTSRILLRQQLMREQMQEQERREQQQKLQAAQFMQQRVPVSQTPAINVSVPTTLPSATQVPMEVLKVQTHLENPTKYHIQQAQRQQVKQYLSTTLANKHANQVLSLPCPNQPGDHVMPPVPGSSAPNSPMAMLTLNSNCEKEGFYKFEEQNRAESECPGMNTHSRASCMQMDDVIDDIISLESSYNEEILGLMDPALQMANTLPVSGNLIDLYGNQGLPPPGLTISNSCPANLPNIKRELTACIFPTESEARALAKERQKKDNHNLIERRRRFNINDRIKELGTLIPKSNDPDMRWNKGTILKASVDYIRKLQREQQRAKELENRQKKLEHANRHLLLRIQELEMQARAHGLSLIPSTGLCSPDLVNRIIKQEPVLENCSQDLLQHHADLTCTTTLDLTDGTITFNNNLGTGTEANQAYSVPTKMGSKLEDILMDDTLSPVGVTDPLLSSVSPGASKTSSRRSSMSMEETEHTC
FBW7 act = FBW7 E3 ligase activators, primary screen, biochemical, AlphaScreen, human | AlphaScreen FBW7–phospho-cyclin E peptide binding, activator screen | normalized activity (activation), % at 26.1 µM | actives 0.13% (n = 650,000); in the data active = normalized activity above about 1.9%;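 also: purified mutant Fbw7 with reduced substrate affinity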
An asterisk follows results filed as active; . = not tested or not shown.

compound | TEAD-YAP inh | GPR151 activ | MITF primary | FBW7 act
COc1ccc2c(c1OC)C(=O)OC2CC(=O)c1ccc(O)c(O)c1 (stereo not given) | 1 | -0.1 | 1 | 0.0
COc1ccc(-c2cc(-c3ccc(OC)cc3)c(C#N)c(SCC(=O)OCc3ccccc3)n2)cc1 | -4 | 1.0 | -1 | -0.2
COc1ccc(OCC(=O)N/N=C/c2cccc([N+](=O)[O-])c2O)c(Br)c1 | 3 | -0.9 | 11 | -0.1
CC(C)c1ccc(C2/C(=C(/O)c3ccc(F)cc3)C(=O)C(=O)N2CCN(C)C)cc1 (stereo not given) | -3 | 0.3 | -34 | 0.0
Cc1ccc(-c2nc(=S)c3c(n2CC2CCCO2)CC(C)(C)OC3)cc1 (stereo not given) | 5 | 3.9 | 16 | 0.0
COc1ccc(-c2nc(C#N)c(N3CC(C)OC(C)C3)o2)cc1OC (stereo not given) | 3 | -1.6 | 4 | 0.1
COc1cccc(CN2CCOc3ccc(CN4CCOCC4)cc3C2)c1OC | -8 | -0.1 | 12 | 0.1
O=C(Cn1[nH]c(=O)c2ccccc2c1=O)N1CCN(S(=O)(=O)c2ccccc2)CC1 | 17 | 1.3 | 0 | 0.1
Cn1c(NCCCO)nc2c1c(=O)n(Cc1ccccc1)c(=O)n2C | 2 | -0.5 | 9 | 0.2
O=C(O)C1CCN(C(=O)c2ccc(Cl)cc2)CC1 | 2 | 1.9 | 14 | 0.7
CCCCC1CCC(C(=O)Nc2c3c(nn2-c2cccc(Cl)c2)CS(=O)C3)CC1 (stereo not given) | 2 | -0.6 | 6 | 0.3
CCC(C)NCCOc1ccccc1OC (stereo not given) | 3 | -0.3 | 41 | 0.2
CC(C)NC(=O)CN(Cc1cccs1)C(=O)CCC(=O)Nc1nccs1 | -14 | -1.5 | 1 | -0.1
Cc1ccc(Nc2nc3ccccc3nc2NS(=O)(=O)c2ccc(Cl)cc2)cc1Cl | -7 | -1.5 | -24 | 0.0
COc1ccc(N2C(=O)CC(Nc3ccc(F)cc3)C2=O)c([N+](=O)[O-])c1 (stereo not given) | 0 | 2.2 | 1 | 0.0
CCSC1=C(C#N)C(c2ccccc2Cl)CC(OC(=O)c2ccccc2)(c2ccccc2)N1 (stereo not given) | 0 | -0.2 | -4 | 0.0
CC(=O)N1CCc2c(sc3nc(SCc4cccc(Cl)c4)n(-c4ccccc4)c(=O)c23)C1 | -5 | -0.4 | 18 | 0.2
O=C1OC(c2ccc([N+](=O)[O-])cc2Cl)=N/C1=C\C=C\c1ccccc1 | -6 | 0.5 | -5 | 0.2
Cc1cc2c(cc1S(=O)(=O)NCc1ccc3c(c1)OCO3)OCC(=O)N2 | -8 | 0.0 | 3 | 0.0
CN1CCN(c2nccn3c(-c4ccccc4Oc4ccccc4)cnc23)CC1 | 2 | -0.5 | -15 | 0.1
C#CCN1CCC(N2CCN(c3ccccc3OCC)CC2)CCC1=O (stereo not given) | 7 | -0.4 | 11 | 0.3
FC(F)(F)c1cccc(CNc2nc(N3CCc4ccccc4C3)nc3nc[nH]c23)c1 | 1 | 1.1 | -52 | 0.1
COc1cc(N/C=C(/C#N)C(N)=S)c(OC)cc1Cl | -7 | 0.3 | 2 | -0.2
NC(=O)N/N=C/c1cn(-c2ccccc2)nc1-c1cccs1 | -24 | 0.4 | -6 | 0.1
COC(=O)C1=C(\N2CCOCC2)CCCC/C=C\1C(=O)OC | 9 | -0.1 | -7 | 0.2

Next section; it opens with the 6 that closed the last part.
compound | TEAD-YAP inh | GPR151 activ | MITF primary | FBW7 act
CN1CCN(c2nccn3c(-c4ccccc4Oc4ccccc4)cnc23)CC1 | 2 | -0.5 | -15 | 0.1
C#CCN1CCC(N2CCN(c3ccccc3OCC)CC2)CCC1=O (stereo not given) | 7 | -0.4 | 11 | 0.3
FC(F)(F)c1cccc(CNc2nc(N3CCc4ccccc4C3)nc3nc[nH]c23)c1 | 1 | 1.1 | -52 | 0.1
COc1cc(N/C=C(/C#N)C(N)=S)c(OC)cc1Cl | -7 | 0.3 | 2 | -0.2
NC(=O)N/N=C/c1cn(-c2ccccc2)nc1-c1cccs1 | -24 | 0.4 | -6 | 0.1
COC(=O)C1=C(\N2CCOCC2)CCCC/C=C\1C(=O)OC | 9 | -0.1 | -7 | 0.2
O=C(Cn1cnc2scc(-c3ccccc3)c2c1=O)NCc1ccccc1 | 19 | 0.6 | 0 | -0.1
O=C(CN1CCN(Cc2ccc(F)cc2Cl)C1=O)NCc1ccc(F)cc1 | -5 | 0.1 | 0 | -0.1
O=C(CN1CCN(Cc2c(F)cccc2F)CC1)Nc1ccccc1F | 3 | 1.2 | 6 | 0.1
CC1CCCCC1NS(=O)(=O)c1ccc(F)c(C(=O)Nc2ccccc2Cl)c1 (stereo not given) | 10 | -4.3 | 10 | 0.1
CS(=O)(=O)N1CCC(Oc2cccc(C(=O)NCCCOc3cccnc3)c2)CC1 | 6 | 5.0* | 0 | -0.1
CCS(=O)(=O)Nc1ccc2[nH]c(=O)[nH]c2c1 | 13 | 1.6 | 3 | 0.4
CCN1CCC(CNC(=O)c2nn(CC3CC3)c3c2CN(Cc2ccc4c(c2)OCO4)CC3)C1 (stereo not given) | 1 | 0.0 | 5 | 0.1
CCc1ccc(CN2CCN(Cc3cccc(OC)c3OC)CC2)cc1 | -5 | -1.1 | 64* | -0.5
CCOC(=O)c1cccc(N2CC(O)=C(c3nc4ccccc4[nH]3)C2=N)c1 | 2 | 0.1 | 13 | 0.1
CCOc1ccc(/C=N/NC(=O)Cc2n[nH]c(=O)[nH]c2=O)cc1OC | -4 | 0.0 | 11 | 0.1
CCOC(=O)/C(C)=N\Nc1ccccc1 | -7 | 0.3 | -2 | -0.1
COC(=O)c1ccc(CN2CCC(N(CC3CC3)S(C)(=O)=O)CC2)cc1 | 10 | 2.0 | -8 | 0.0
O=C(Cc1ccccc1)NCC(=O)OCc1ccc(C(=O)c2ccccc2)cc1 | 1 | -0.6 | 6 | 0.3
Cc1ccc(C(=O)Nc2ccc3nc(N4CCOCC4)cc(C)c3c2)cc1C | 8 | 3.5 | -7 | 0.1
O=C(NC(=S)Nc1ccccc1[N+](=O)[O-])c1ccc(F)cc1 | -10 | -0.3 | 14 | -0.2
CC1CCN(S(=O)(=O)c2cccc(C(=O)Nc3nncs3)c2)CC1 | 10 | 1.2 | 4 | -0.2
CCC(C)NC(=O)C(C)n1ncn2cccc2c1=O (stereo not given) | -12 | -0.1 | -3 | 0.1
COc1cccc(NC(=O)CCN2C(=S)NC(C)(C)CC2C)c1 (stereo not given) | 10 | -2.0 | 14 | 0.5
COc1ccc(CNC(=O)C(OC)c2ccccc2)cc1 (stereo not given) | 0 | -0.6 | 10 | 0.1
COC(=O)C1=C(C)NC2=C(C(=O)CC(C)(C)C2)C1c1ccc(O)c(OC)c1 (stereo not given) | -2 | 2.7 | 15 | 0.2
COc1ccc(-c2nnc(SCC(=O)Nc3nncs3)o2)cc1 | -9 | 1.2 | -9 | -0.6
CCOC(=O)c1cc2c(=O)n3ccccc3nc2n(CC2CCCO2)c1=NC(=O)c1ccccc1F (stereo not given) | 5 | 0.4 | -19 | 0.0
CC(=O)Nc1ccc(NC(=O)c2cc(C)nc3ccc(F)cc23)cc1 | 2 | 1.7 | 0 | 0.2
OC1CCCN(Cc2ccc(-c3ccccc3)cc2)C1 (stereo not given) | 4 | 0.6 | 9 | -0.1
C/C(=N/NC(=O)c1ccco1)c1ccc(O)cc1 | -65 | -3.0 | 15 | 0.1

Ordered by molar mass (rising): 3 of the compounds above.
compound | TEAD-YAP inh | GPR151 activ | MITF primary | FBW7 act
COc1cccc(NC(=O)CCN2C(=S)NC(C)(C)CC2C)c1 (stereo not given) | 10 | -2.0 | 14 | 0.5
O=C(CN1CCN(Cc2c(F)cccc2F)CC1)Nc1ccccc1F | 3 | 1.2 | 6 | 0.1
CCN1CCC(CNC(=O)c2nn(CC3CC3)c3c2CN(Cc2ccc4c(c2)OCO4)CC3)C1 (stereo not given) | 1 | 0.0 | 5 | 0.1

More records.
compound | TEAD-YAP inh | GPR151 activ | MITF primary | FBW7 act
Oc1ccc(Cl)cc1-c1cc(-c2ccc(F)cc2)n[nH]1 | -17 | 1.9 | 15 | 0.1
Cc1cc(NC(=S)N(Cc2cccnc2)Cc2ccco2)ccc1Cl | -2 | 1.7 | 7 | 0.0
COc1cccc(N(CC(=O)Nc2ccc(Br)cc2F)S(C)(=O)=O)c1 | -3 | -0.7 | 12 | 1.5
COCCCN1C(=O)C(=O)/C(=C(\O)c2ccccc2)C1c1cccc([N+](=O)[O-])c1 (stereo not given) | -5 | 0.2 | -8 | -0.1
CCOC(=O)N1CCC(NC(=O)CC2C(=O)NCCN2CC=C(C)C)CC1 (stereo not given) | -17 | 1.3 | 13 | 0.2
Cn1c(C(=O)NCC2CCCO2)cc2c(=O)[nH]c3ccccc3c21 (stereo not given) | 3 | -0.7 | 4 | 0.7
CCOC(=O)c1cccc(NC(=O)c2noc3c2COc2ccccc2-3)c1 | -10 | -1.9 | -3 | 0.1
O=C(Nc1ccccc1)c1ccc(OC(=S)N2CCOCC2)cc1 | -38 | 1.5 | 0 | 0.0
O=C1NCCN(C2Cc3ccccc3C2)C1CC(=O)N1CCSCC1 (stereo not given) | -8 | -0.5 | 11 | 0.0
COc1ccccc1N1CCN(C(=O)CSc2nc3ccccc3c(=O)n2CC2CCCO2)CC1 (stereo not given) | 12 | -0.5 | 6 | -0.1
COc1ccccc1CC(=O)N1CC[C@@H]2[C@H](CCCN2C(=O)c2ccc(C(C)=O)s2)C1 | -7 | -1.2 | 0 | 0.2
O=C(Sc1sc(=S)sc1SC(=O)c1ccccc1)c1ccccc1 | 3 | -0.6 | 15 | 0.2
COc1cccc(-c2ccc3nnc(SCc4ccccn4)n3n2)c1 | -34 | 1.2 | 22 | -0.4
Cc1ccc(CNC(=O)C(=O)Nc2ccc(I)cc2C)cc1 | -9 | 0.4 | 13 | 0.1
CN(C)CCNC(=S)Nc1cc(Cl)ccc1C#N | -4 | 0.1 | -4 | 0.1
O=C1NC(=O)C(=Cc2cn(CCOc3ccc(Cl)cc3)c3ccccc23)C(=O)N1 | -7 | 1.7 | 2 | -0.6
COc1ccc(CN2CCCC(C(=O)NN)C2)cc1 (stereo not given) | 0 | -0.8 | 36 | -0.3
Nc1cccc(-c2nc(Nc3ccc(Oc4ccccc4)cc3)c3ncn(-c4ccccc4)c3n2)c1 | -8 | -0.4 | 2 | -0.1
COc1cc(NC(=O)c2ccco2)c(OC)cc1NC(=O)Nc1cccc(Cl)c1 | -14 | 2.0 | 0 | 0.1
COc1ccccc1/C=C(\NC(=O)c1ccc(OC)c(OC)c1)C(=O)Nc1ccc(F)c(Cl)c1 | -12 | 0.5 | -4 | -0.2
C#CCN1C(=O)CC[C@@]23C1=NC(C(=O)OC)=C(C(=O)OC)[C@@H]2N(CC=C(C)C)c1ccccc13 | . | 4.7 | -2 | -0.2
CCOCCCNC(=O)Cn1nc(-c2cccc(OC)c2)ccc1=O | 0 | 1.4 | 12 | 0.0
NC(=O)c1ccc(NC(=O)CSc2cccc[n+]2[O-])cc1 | 21 | 2.5 | -7 | 0.1
O=C(C[n+]1cccc(O)c1)Nc1ccc(Br)cc1 | 4 | 1.6 | -7 | 0.0
COC(C(=O)NCC1CCC2(CCN(Cc3cccnc3)CC2)O1)c1ccccc1 (stereo not given) | -1 | 0.9 | 14 | 0.2

Next section
Each structure is followed by: TEAD-YAP inh, GPR151 activ, MITF primary, FBW7 act
CCN(CC)CC(=O)Nc1sc(C)c(C)c1C(=O)c1ccc(C)cc1
 : 6, 0.3, 3, -0.1
C=CCSc1nnc(C2CCCN(Cc3cccc(OCC)c3O)C2)n1C (stereo not given)
 : 14, 0.4, 14, 0.3
O=C(Nc1c(C(=O)Nc2ccc(Br)cc2)cnn1-c1ccccc1)c1cccc(F)c1
 : 10, 1.0, -1, 0.0
CC1CSc2nnc(CCc3ccccc3)n21 (stereo not given)
 : 4, -1.2, -3, -0.1
O=C(Nc1ccc2c(c1)OCO2)N1CCN(c2cc(N3CCCC3)ncn2)CC1
 : -23, 0.3, 4, 0.0
Cc1cc(C)n(/N=C/c2cccc([N+](=O)[O-])c2)c(=O)c1C#N
 : 4, -0.7, 1, 0.3
COCCCNC(=O)c1ccc2c(c1)nc(C)n2-c1ccc(F)cc1F
 : 2, 1.3, 11, 0.0
CC(C)Cc1ccc(CN2CCc3nnc(CNC(=O)COc4ccccc4)n3CC2)cc1
 : 4, 0.4, 15, 0.2
[O-]/[N+](=C/c1cccnc1)c1ccc(Br)cc1
 : -21, 0.9, 10, 0.0
COc1ccc(CN2CCN(Cc3cc(OC)c(OC)cc3OC)CC2)c(OC)c1
 : 5, -0.1, 73*, 0.0
COC(CNC(=O)c1cnn2c(C)c(Cc3ccccc3C)c(C)nc12)OC
 : 2, 1.4, 0, -0.1
COc1cccc(-c2noc(Cc3ccccc3[N+](=O)[O-])n2)c1
 : -22, -0.6, 9, 0.1
CCN(CC)C(=O)Cn1cc(SCC(=O)Nc2ccc(C)cc2)c2ccccc21
 : -10, 1.5, -11, -0.1
CCCCCCCc1ccc(-c2ccc(C#N)cc2)cc1[N+](=O)[O-]
 : 9, 2.3, -4, -0.4
CCOC(=O)c1c(NC(=O)c2ccnn2C)sc2c1CCCC2
 : 0, -0.6, 8, -0.1
O=C(CCS(=O)(=O)c1ccc2c(c1)OCC(=O)N2)Nc1ccc(C(F)(F)F)cc1
 : -3, -1.0, -3, 0.1
O=C(NC1CC1)c1cc(F)c(F)cc1Cl
 : -1, -1.7, 3, 0.0
